BCLXL inh – Bcl-xL (human) inhibition; AID 2129; inhibition, % at 10.9 µM; 320,000 tested, 0.7% active; GST-Bcl-xL / FITC-Bim BH3 peptide fluorescence polarization;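 active means inhibition above the mean of all tested compounds plus 3 SD, cutoff set per campaign, cut at about 30% in these data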;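 further: 0% = DMSO wells and 100% = unlabeled Bim-BH3 peptide competitor; inhibitors lower millipolarization by displacing the labeled peptide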
VLA-4 inh – inhibition in a human VLA-4 binding assay. P13612. VLA-4 expressing cells, ligand binding flow cytometry. inhibition, % (about 7 µM as worked out from the volumes in the protocol). 330,000 tested, 0.2% active. AID 2557; in the data active means inhibition above about 50%
Efflux pump mplx – blocks antifungal efflux pumps in multiplex yeast assay; inhibition, % at 10 µM; AID 485275; 330,000 tested, 0.44% active; S. cerevisiae Candida pump triplex, Nile Red efflux;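 active means plate passing quality check with inhibition over a set limit, or well fluorescence over plate mean plus 4 SD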;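 further: Nile Red retained in pooled yeast measured as flow cytometry median fluorescence; 0% = buffer negative control and 100% = Enniatin B positive control; higher means more Nile Red kept so more efflux inhibition; some compounds called inactive have numbers as strong as hits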
GLD-1 RNA inh – GLD-1-TGE RNA interaction inhibition (C. elegans); Q17339; purified GLD-1 + fluorescein TGE RNA, fluorescence polarization; inhibition, % at 5.96 µM; 320,000 tested, 0.44% active;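 active means percent inhibition above a per-plate cutoff, the plate mean of test compounds plus 3 SD, cut at about 30% in these data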;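 further: 0% = DMSO wells with GLD-1 and probe and 100% = wells lacking GLD-1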
GRK2 inh – inhibitors of human GRK2 displacing RNA aptamer; P25098; bead flow cytometry, FAM-aptamer displacement from GRK2; inhibition of aptamer binding, % at 10 µM; 330,000 tested, 0.59% active;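 active means inhibition of aptamer binding above 40%, roughly 3 SD of noise, on plates passing a quality check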;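 further: median bead fluorescence of bound FAM aptamer so fluorescent compounds give negative values; no value below 0 was filed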
PME-1 inh – blocks human protein phosphatase methylesterase 1 | Q9Y570 | recombinant PME-1, FP-Rh probe fluorescence polarization | inhibition, % at 5.9 µM | 320,000 tested, 0.53% active | AID 2130;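 active means inhibition above the campaign mean of all compounds plus 3 SD, cut at about 26% in these data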;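 further: competitive labeling of PME-1 active site by serine hydrolase directed probe; 0% = PME-1 with DMSO and 100% = wells lacking PME-1 enzyme; inhibitors block probe labeling so polarization falls and inhibition rises; many of its hits are not listed in these tables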
MEX-5 binding – C. elegans MEX-5 TCR-2 RNA binding activity; Q9XUB2; MEX-5/FITC-TCR2 RNA binding, fluorescence polarization; active compounds read low; activity score (negative = inhibition of binding), % at 10 µM; 300,000 tested, 0.38% active;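 active means inhibition past about -25% in most replicates, and total fluorescence under double the plate's negative control median, limit read from the data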;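 further: 0% = DMSO and -100% = 5 µM competing unlabeled TCR2 RNA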
Target sequence (Q9XUB2 whole entry, looked up): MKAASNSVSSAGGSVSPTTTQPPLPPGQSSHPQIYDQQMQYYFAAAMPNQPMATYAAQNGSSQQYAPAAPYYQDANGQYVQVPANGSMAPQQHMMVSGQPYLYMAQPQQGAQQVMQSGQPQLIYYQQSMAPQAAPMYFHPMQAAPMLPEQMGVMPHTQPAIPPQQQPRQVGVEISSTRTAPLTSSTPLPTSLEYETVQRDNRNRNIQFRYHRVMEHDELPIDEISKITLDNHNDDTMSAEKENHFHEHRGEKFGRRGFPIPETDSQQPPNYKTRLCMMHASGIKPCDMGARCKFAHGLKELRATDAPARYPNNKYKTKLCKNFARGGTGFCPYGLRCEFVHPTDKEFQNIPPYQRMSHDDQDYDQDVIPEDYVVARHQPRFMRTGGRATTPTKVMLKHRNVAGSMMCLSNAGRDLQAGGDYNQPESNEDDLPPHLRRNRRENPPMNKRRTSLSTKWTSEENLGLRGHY
Fam108B counter – counter-screen for RBBP9 inhibitors: inhibitors of mouse Fam108B | inhibition, % at 9.51 µM | 300,000 tested, 0.33% active | AID 1947 | recombinant Fam108B, FP-Rh probe fluorescence polarization;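 active means inhibition above the screen mean inhibition plus 3 SD, computed separately per campaign, cut at about 18% in these data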;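 further: inhibitors lower polarization as less probe binds the enzyme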
MCL1-BIM inh – disrupts human MCL1 binding to BIM-BH3 peptide; Q07820; GST-MCL1 / FITC-Bim-BH3 fluorescence polarization; inhibition, % at 10.9 µM; 320,000 tested, 0.68% active; AID 2057;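 active means inhibition above the mean inhibition of all tested compounds plus 3 SD, set per campaign, cut at about 40% in these data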;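 further: 0% = DMSO wells and 100% = unlabeled Bim-BH3 peptide control; higher means more loss of mP so more displacement of Bim peptide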
Target sequence (Q07820 whole entry, looked up): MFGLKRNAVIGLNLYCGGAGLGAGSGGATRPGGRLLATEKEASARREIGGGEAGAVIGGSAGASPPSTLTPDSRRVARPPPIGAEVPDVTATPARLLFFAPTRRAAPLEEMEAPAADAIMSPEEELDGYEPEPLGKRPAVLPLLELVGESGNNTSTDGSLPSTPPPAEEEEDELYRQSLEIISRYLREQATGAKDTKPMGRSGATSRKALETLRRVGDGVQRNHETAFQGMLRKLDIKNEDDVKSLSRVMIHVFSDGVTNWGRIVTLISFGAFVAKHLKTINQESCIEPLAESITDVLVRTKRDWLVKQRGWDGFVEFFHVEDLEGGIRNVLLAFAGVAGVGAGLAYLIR
Starred values were filed as active, the others as inactive; . = no result given. This is a subset; count on the stated rates, not on these rows.

SMILES	BCLXL inh	VLA-4 inh	Efflux pump mplx	GLD-1 RNA inh	GRK2 inh	PME-1 inh	MEX-5 binding	Fam108B counter	MCL1-BIM inh
O=C(O)c1ccc2c(c1)N(Cc1ccccc1F)C(=O)c1ccccc1S2=O (stereo not drawn)	1	15	0.0	6	4	-5	-0.1	1	0
Cc1cc(C)nc(NS(=O)(=O)c2ccc(N/C=C/C(=O)c3ccc(Cl)cc3)cc2)n1	-7	11	-0.2	-9	3	-4	0.3	-9	-12
CCN1C(=O)/C(=C2/C(=O)N3c4c(cc(OC(C)=O)cc42)C(C)=CC3(C)C)SC1=S	5	7	0.0	1	4	-2	5.0	14	9
CCCN(CC(=O)Nc1ccccc1OC)C(=O)c1ccc2ncsc2c1	-5	9	0.1	2	9	7	.	.	-4
Cc1ccccc1N1C(=O)C2CCCN2C1=S (stereo not drawn)	6	15	0.0	-1	0	3	.	.	12
COc1ccccc1CNC(=O)C(C)NS(=O)(=O)c1ccccc1 (stereo not drawn)	8	7	0.1	0	0	-9	0.3	-1	10
CCCn1c(N)c(C(=O)CN2CCc3ccccc3C2)c(=O)n(C)c1=O	5	-13	0.0	4	0	0	-0.5	3	5
CCCc1cc(C(=O)Nc2ccc(C#N)cc2)no1	7	4	0.2	7	0	0	0.4	0	5
Cc1ccc(S(=O)(=O)CCC(=O)N(CCCN2CCOCC2)c2nc3ccccc3s2)cc1	0	0	-0.1	2	0	8	1.4	-3	2
CCN(CC)C(=O)N1CCc2ccccc2C1CN1C(=O)c2ccccc2C1=O (stereo not drawn)	0	8	0.0	2	0	8	1.1	5	3
COc1ccc(C(=O)NNC(=O)CN2CCN(c3nc(-c4ccccc4)cs3)CC2)cc1	4	0	-0.1	1	39	-4	-1.7	2	1
CCOC(=O)C1=C(C)NC(=O)NC1c1ccccc1 (stereo not drawn)	5	6	0.0	1	4	5	4.9	3	5
CN(C)C(CNc1ccc(S(C)(=O)=O)cc1[N+](=O)[O-])c1ccccc1 (stereo not drawn)	5	16	-0.1	7	3	1	2.8	-1	5
CC(NC(=O)CN(C)S(=O)(=O)c1ccc(F)cc1)C1CC2CCC1C2 (stereo not drawn)	-8	0	0.3	5	0	6	.	.	-10
O=C(C1CCN(S(=O)(=O)c2ccc(F)cc2)CC1)N1CC=C(c2ccccc2)CC1	1	5	-0.1	0	3	24	-1.3	-1	-5

Exported as comma-separated lines: 15 of the compounds above.
Compound,BCLXL inh,VLA-4 inh,Efflux pump mplx,GLD-1 RNA inh,GRK2 inh,PME-1 inh,MEX-5 binding,Fam108B counter,MCL1-BIM inh
O=C(O)c1ccc2c(c1)N(Cc1ccccc1F)C(=O)c1ccccc1S2=O (stereo not drawn),1,15,0.0,6,4,-5,-0.1,1,0
Cc1cc(C)nc(NS(=O)(=O)c2ccc(N/C=C/C(=O)c3ccc(Cl)cc3)cc2)n1,-7,11,-0.2,-9,3,-4,0.3,-9,-12
CCN1C(=O)/C(=C2/C(=O)N3c4c(cc(OC(C)=O)cc42)C(C)=CC3(C)C)SC1=S,5,7,0.0,1,4,-2,5.0,14,9
CCCN(CC(=O)Nc1ccccc1OC)C(=O)c1ccc2ncsc2c1,-5,9,0.1,2,9,7,.,.,-4
Cc1ccccc1N1C(=O)C2CCCN2C1=S (stereo not drawn),6,15,0.0,-1,0,3,.,.,12
COc1ccccc1CNC(=O)C(C)NS(=O)(=O)c1ccccc1 (stereo not drawn),8,7,0.1,0,0,-9,0.3,-1,10
CCCn1c(N)c(C(=O)CN2CCc3ccccc3C2)c(=O)n(C)c1=O,5,-13,0.0,4,0,0,-0.5,3,5
CCCc1cc(C(=O)Nc2ccc(C#N)cc2)no1,7,4,0.2,7,0,0,0.4,0,5
Cc1ccc(S(=O)(=O)CCC(=O)N(CCCN2CCOCC2)c2nc3ccccc3s2)cc1,0,0,-0.1,2,0,8,1.4,-3,2
CCN(CC)C(=O)N1CCc2ccccc2C1CN1C(=O)c2ccccc2C1=O (stereo not drawn),0,8,0.0,2,0,8,1.1,5,3
COc1ccc(C(=O)NNC(=O)CN2CCN(c3nc(-c4ccccc4)cs3)CC2)cc1,4,0,-0.1,1,39,-4,-1.7,2,1
CCOC(=O)C1=C(C)NC(=O)NC1c1ccccc1 (stereo not drawn),5,6,0.0,1,4,5,4.9,3,5
CN(C)C(CNc1ccc(S(C)(=O)=O)cc1[N+](=O)[O-])c1ccccc1 (stereo not drawn),5,16,-0.1,7,3,1,2.8,-1,5
CC(NC(=O)CN(C)S(=O)(=O)c1ccc(F)cc1)C1CC2CCC1C2 (stereo not drawn),-8,0,0.3,5,0,6,.,.,-10
O=C(C1CCN(S(=O)(=O)c2ccc(F)cc2)CC1)N1CC=C(c2ccccc2)CC1,1,5,-0.1,0,3,24,-1.3,-1,-5

Following part.
SMILES	BCLXL inh	VLA-4 inh	Efflux pump mplx	GLD-1 RNA inh	GRK2 inh	PME-1 inh	MEX-5 binding	Fam108B counter	MCL1-BIM inh
CCO[C@H]1OC(C(=O)N2CCCCCCC2)=C[C@@H](C)[C@@H]1CCCO	2	29	0.0	1	0	0	-1.5	-2	2
COc1ccc(CC(=O)Nc2sc(Cc3ccccc3)c(C)c2C(N)=O)cc1	-5	-3	-0.1	8	2	-3	0.5	-2	-4
Cc1cccc(C)c1NC(=O)CC(NCc1ccco1)C(=O)O (stereo not drawn)	3	-9	-0.8	5	1	-8	-0.5	-2	3
Cc1ccc(S(=O)(=O)N2CCCCC2)cc1NC(=O)COC(=O)C1CC2C=CC1C2 (stereo not drawn)	0	12	-0.9	9	0	2	-1.8	0	2
COC(=O)C1=C(C)N(c2cc(C)cc(C)c2)/C(=C/c2ccc(O)cc2)C1=O	6	8	0.7*	0	0	4	-3.1	4	6
CCN(CC)c1ccc(NC(=O)COC(=O)/C=C/c2nc3ccccc3s2)cc1	4	16	0.0	7	0	6	2.2	6	2
O=C(Nc1ccccc1)Nc1csc2ccccc12	4	10	-0.1	5	0	15	1.1	5	7
CN(C)C=C1C(=O)c2ccccc2C1=O	7	4	0.2	6	1	2	-0.1	2	3
CCCSc1nnc2nc(C)cc(C)n12	1	10	0.0	4	6	4	-2.4	2	-1
Oc1ccc(N=Nc2ccc3c(c2)OCO3)c2ccccc12	1	-6	-0.5	2	78*	3	1.9	1	5
O=C(c1cc(C(=O)N2CCN(c3ccc(F)cc3)CC2)cc([N+](=O)[O-])c1)N1CCN(c2ccc(F)cc2)CC1	9	-5	-0.1	0	2	-1	2.0	3	2
CCOC(=O)c1c(NC(=O)C2C3C=CC(C3)C2C(=O)O)sc2c1CCC(C)C2 (stereo not drawn)	0	-2	0.3	4	8	0	-0.7	-2	9
CCOC(=O)c1nc(Nc2ccc(C(=O)OC)cc2)c2ccccc2n1	9	-4	-0.1	-1	3	-4	1.1	0	6
Cc1[nH]c(=O)[nH]c(=O)c1S(=O)(=O)N(CC(C)C)CC(C)C	1	1	0.2	0	0	-1	0.6	-1	-3
CSc1ccc2c(c1)N(CCC1CCCCN1C)c1ccccc1S2 (stereo not drawn)	11	29	-0.1	8	0	1	1.4	7	16
CCCCC1CCC(C(=O)N2CCOCC2)CC1 (stereo not drawn)	6	4	0.1	-6	0	-6	-0.7	3	2
CC(C)(C)c1cc(NC(=O)NN2CCOCC2)nn1-c1c(Cl)cc(Cl)cc1Cl	2	9	0.2	1	0	-3	2.3	2	-4
O=C(c1ccc2c(c1)C(=O)N(Cc1ccco1)C2=O)N1CCOCC1	6	-4	-0.3	5	1	4	-0.8	2	8
CC(C)C(C)NC(=O)CSc1nc2scc(-c3ccco3)c2c(=O)n1-c1ccccc1 (stereo not drawn)	5	0	0.2	-1	2	-3	-2.4	-10	-11
CC(C)C[C@@H](CSc1ccccc1)N1CCN(C)CCC1=O	6	-25	0.1	-4	2	-1	1.3	-3	2
CC(C)CC(C(=O)OCC(=O)Nc1ncc(Cl)cc1Cl)N1C(=O)c2ccccc2C1=O (stereo not drawn)	10	30	0.0	3	0	-3	-5.0	4	8
COc1cc(OC)c(OC)cc1CNC(=O)c1cc(=O)c2ccccc2o1	0	-1	0.3	1	0	0	-1.6	2	0
CC(C)C(c1nnnn1Cc1ccc(F)cc1)N1CCC(C(N)=O)CC1 (stereo not drawn)	3	25	0.1	-4	0	-6	-1.0	11	10
N#CCCn1nc(-c2ccc([N+](=O)[O-])cc2)cc1Nc1ccccc1NC(=O)C(F)(F)F	3	7	-0.1	5	2	6	-3.3	-4	0
C/C(N)=C(/C#N)C(=O)CSc1nc2ccc(C)cc2[nH]1	-9	2	0.1	-3	0	0	-1.0	7	-11
COC(=O)N/N=C/c1ccc(-c2cc(Cl)ccc2Cl)o1	-2	15	0.8	0	0	7	2.5	-4	3
CC1CN(C(=O)CNC(=O)COc2ccccc2)CC(C)O1 (stereo not drawn)	.	-15	0.1	1	13	.	.	.	.
CC(C)(C)NC(=O)C(c1ccccc1)N(C(=O)c1ccco1)C1CC1 (stereo not drawn)	-1	15	0.2	-9	1	1	2.1	0	-5
O=C(C[n+]1ccccc1)N/N=C/c1cc(Br)ccc1F	5	4	-0.3	1	0	-3	.	.	3
CC(C)Oc1ccc(C2CCC(=O)NC2=O)cc1 (stereo not drawn)	0	-4	-0.8	1	0	-3	-3.1	-1	1
CC(C)NC(=O)CSc1ccccc1C(=O)NCc1ccc2c(c1)OCO2	-5	7	-0.1	2	0	-1	-0.3	-2	-2
Cn1c(SCc2cnc(-c3ccccc3)s2)nnc1C1COc2ccccc2O1 (stereo not drawn)	-2	-4	0.2	-1	0	3	-1.4	1	-4
O=C(OCn1nnc2ccccc2c1=O)c1cccnc1Cl	2	6	0.0	4	1	2	0.3	-1	-2
Cc1ccccc1N=C1c2cc([N+](=O)[O-])ccc2-c2ncccc21	2	10	0.0	-3	0	6	1.9	2	-3
COc1cc(NC(=O)c2ccco2)c(OC)cc1NC(=O)CCC(=O)Nc1cc(C)cc(C)c1	14	-18	-0.1	-1	2	-2	-0.5	0	2
Cc1ccc(CNC(=O)C2CC2c2ccccc2)cc1 (stereo not drawn)	3	5	1.2	0	3	-3	1.3	-5	1
COC(=O)c1ccc2c(c1)NC(=O)C(N(CC(C)C)CC(C)C)S2 (stereo not drawn)	5	3	-0.1	-3	0	-1	-2.7	5	3
CC(C)OC(=S)N/C(=N\S(=O)(=O)c1ccccc1)c1ccccc1	4	6	-0.2	6	1	-1	0.0	-1	12

Assay outcomes: PubChem BioAssay, several laboratories
